High-throughput results: PubChem, Sanford-Burnham Center for Chemical Genomics
Hsp70 displacement: Hsp70 inhibitors, probe displacement, primary screen, biochemical, fluorescence polarization (AID 583); one-dose displacement, % at 20 µM; IC50 in µM for titrated hits; Hsp70 fluorescence polarization probe displacement, mP; higher % means a stronger effect; 140,000 tested, 0.06% active; in the data active = displacement above about 50%;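 also: plate controls were vehicle for no effect and reference ligand for full effect; a part of the inactive calls stands beside numbers as strong as those of hits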
Rat MKP-3 inhibitors: MKP-3 phosphatase inhibitors, primary screen, biochemical, rat enzyme, in vitro (AID 425); inhibition, % at 20 µM, or IC50 in µM where a hit was titrated; 110,000 tested, 0.17% active; recombinant MKP-3 phosphatase activity, fluorescence; higher % means a stronger effect; in the data active = inhibition above about 50%;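 also: plate controls were vehicle for no effect and reference inhibitor for full effect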
* hit, by the source's call; . = no result given; & = joins results of further samples. A portion of the library; count on the stated rates, not on these rows.

SMILES | Hsp70 displacement | Rat MKP-3 inhibitors
O=C(CN(Cc1cccs1)C(=O)CSc1nnc(COc2ccccc2)o1)NC1CCCCC1 | 0.5% | .
CCOC(=O)c1cc(-c2ccc(N)cc2)nc2ccc(Br)cc12 | -12.5% | -3.8%
CCC(=O)Nc1nc(=S)ss1 | 13.0% | .
O=C(NCCCN1CCN(Cc2ccccc2)CC1)c1nnc(Cc2c(F)cccc2Cl)o1 | -2.5% | 2.0%
COc1nc(N(C#N)CC(N)=O)nc(N2CCCC2)n1 | -6.0% | 3.9%
CCOC(=O)c1[nH]c(C)c(C(=O)Nc2ccc(C)c(C)c2)c1C | 0.8% | -4.5%
Cc1ccc(NC(=O)c2ccc(OCc3ccccc3)cc2)c([N+](=O)[O-])c1 | -4.5% | 3.1%
Cc1cc(C)c2c(CC(=O)NCc3ccco3)coc2c1 | 3.0% | 2.9%
Cc1oc2cc(O)cc(O)c2c(=O)c1-c1ccc2c(c1)OCCCO2 | 0.2% | -11.8%
O=C(c1ccccc1)c1cncc(Br)c1 | 4.0% | 4.6%
CN1C(=O)/C(=C/c2cc([N+](=O)[O-])ccc2O)SC1=S | -54.4% | 1.0%
COc1ccc(C(=O)N2CCN(c3ccccc3)CC2)cc1OC | 2.4% | -0.2%
O=C(/C=C/c1ccccc1Cl)c1c(-c2ccccc2)c2cc(Cl)ccc2[nH]c1=O | -3.0% | 10.1%
CCOc1ccc(C2C(C(=O)OC)=CN(CCOC)C=C2C(=O)OC)cc1 | -7.9% | -2.6%
CCOC(=O)c1c(-c2ccccc2)oc2cc(Br)c(OCC)cc12 | 7.7% | 2.1%
Nc1nnc(SCc2coc(-c3ccc(Cl)cc3)n2)s1 | 2.0% | -7.1%
COc1ccc(N2C(=O)NC(=O)/C(=C/c3cccc(OCc4ccccc4F)c3)C2=O)cc1 | -2.4% | 0.6%
CC(=O)c1ccc(OCC(O)CN2CCCC(C)C2)cc1 (stereo not given) | 4.3% | -0.6%
CCOC(=O)Cc1c(C)nc2c(-c3ccccc3)c(C)[nH]n2c1=O | 4.8% | .
CCOC(=O)c1cccc(NC(=O)CCc2c(C)nc3ncnn3c2C)c1 | -1.3% | 1.5%
CCOC(=O)c1cccc(Nc2ncnc3ccccc23)c1 | -1.3% | .
O=C(N/N=C/C=C/c1ccccc1)c1ccc(Br)cc1 | 3.2% | .
COc1ccc(Cc2cnc(NC(=O)c3ccc([N+](=O)[O-])cc3)s2)cc1 | -3.9% | 0.4%
COc1ccc(NC(=O)/C=C2\NC(C)(C)Cc3ccccc32)cc1 | 0.4% | 5.9%
CC1CN(S(=O)(=O)c2ccc(-c3nc4ccccc4s3)cc2)CC(C)O1 (stereo not given) | 0.7% | -8.5%
On1c2c(c3c4nonc4ccc31)CCCC2 | 11.5% | .
c1csc(CNCCCN2CCOCC2)c1 | -0.9% | .
COc1ccc(NC(=O)NCc2cccn2C)c(OC)c1 | -6.9% | .
O=C(Nn1c(-c2ccccc2)nc2ccccc2c1=O)C1CCC1 | 6.7% | -5.9%
CCOc1ccc(OCC(=O)c2c(O)c3ccccc3oc2=O)cc1 | 1.1% | 3.2%
CC(C)N1C(=O)CCC1C(=O)N1CCCc2ccccc21 (stereo not given) | 5.5% | -2.3%
Cc1cccn2cc(CNC(=O)C3CCCCC3)nc12 | 5.3% | 3.1%
C[n+]1cc(-c2ccccc2)n2c1CCCCC2 | 1.0% | .
CCCC(=O)Nc1cc(Cl)ccc1N1CCN(C(=O)CC)CC1 | 3.4% | -1.3%
CC(Oc1ccc2oc(-c3ccccc3)c(C(=O)O)c2c1)C(=O)O (stereo not given) | 8.4%&2.5% | -7.8%&4.2%
O=C(c1cccc(F)c1F)N1CCN(c2cc(N3CCCC3)c(F)cc2[N+](=O)[O-])CC1 | -4.7% | 1.0%
COc1ccc(N=C2SC(C(=O)Nc3ccc4c(c3)OCO4)CC(=O)N2C)cc1 (stereo not given) | 0.5% | -9.7%
O=C(COC(=O)c1ccc2c(c1)OCO2)c1cccc([N+](=O)[O-])c1 | 2.4% | 4.0%
COc1ccc(-c2noc(-c3cc(C)cc(C)c3)n2)cc1OC | -5.2% | 2.0%
O=C(COC(=O)c1ccccn1)c1ccc(Br)cc1 | -4.0% | -8.5%
COc1ccc(C)cc1NC(=O)CN(Cc1ccccc1)S(=O)(=O)c1ccc(OC)c(OC)c1 | -2.3% | 4.6%
O=C(N1CCN(Cc2ccc3c(c2)OCO3)CC1)C12CC3CC(CC(C3)C1)C2 | -3.1% | 2.1%
CC(=O)c1cccc(NC(=O)c2ccc(S(=O)(=O)N3CCCCC3)cc2)c1 | . | -10.8%
Cc1ccccc1-c1nn2c(-c3ccccc3)nnc2s1 | 2.4% | 4.7%
CCCNC(=O)c1ccccc1NC(=O)c1ccccc1N(C)S(C)(=O)=O | 3.2% | .
Cc1ccc(S(=O)(=O)N2CCC(C(=O)N[C@@H](Cc3ccccc3)C(=O)O)CC2)cc1 | 6.7% | -17.8%
COc1ccccc1C1CC(c2ccc(C)cc2)=NN1C(=O)CCC(=O)O (stereo not given) | 2.9% | -1.9%
CC(=O)Nc1ccc(NC(NC(=O)c2cccc(I)c2)C(Cl)(Cl)Cl)cc1 (stereo not given) | 0.4% | 0.4%
O=C(Nc1cnccn1)c1csc2ccccc12 | 4.8% | -4.6%
O=C(OCC(=O)c1ccc[nH]1)c1ccc(S(=O)(=O)N2CCCCC2)cc1 | 0.6% | -6.6%
(continued)
SMILES | Hsp70 displacement | Rat MKP-3 inhibitors
Cc1nnc(SCC(=O)c2cc(C)n(C3CC3)c2C)s1 | 5.2% | .
CCOC(=O)C1CCN(C(=O)CSc2nnc(-c3ccco3)n2-c2ccccc2)CC1 | -0.7% | -3.2%
CC(/C=C\c1cccnc1)=C/C(=O)O | 4.0% | .
COc1ccc(N2C(=O)/C(=C/c3ccc(OCC(=O)O)c(OC)c3)C(=O)NC2=S)cc1 | -2.3% | 3.8%
CCC(=O)Oc1ccc2c(C(F)(F)F)cc(=O)oc2c1 | 6.9% | -1.7%
O=C(CN1CCOCC1)Nc1nc2ccccc2s1 | 1.1% | -3.4%
O=C(Nn1cnnc1)c1ccc(F)c(S(=O)(=O)N2CCCCC2)c1 | 1.3% | 7.6%
Cc1ccc(N(CC(=O)Nc2cccnc2)S(=O)(=O)c2ccc(F)cc2)cc1 | 1.3% | -2.6%
Cc1ccc(S(=O)(=O)/N=C(\N)Nc2nc3ccccc3o2)cc1 | 1.6% | 1.9%
CC(=O)C(CC(=O)N1CCCc2ccccc21)C(=O)Nc1ccc(F)cc1 (stereo not given) | -5.4% | .

Random excerpt: two compounds from above.
SMILES | Hsp70 displacement | Rat MKP-3 inhibitors
O=C(OCC(=O)c1ccc[nH]1)c1ccc(S(=O)(=O)N2CCCCC2)cc1 | 0.6% | -6.6%
CC(/C=C\c1cccnc1)=C/C(=O)O | 4.0% | .

Continued.
SMILES | Hsp70 displacement | Rat MKP-3 inhibitors
CS(=O)(=O)N(CC(=O)Nc1ccccc1)c1ccc(Oc2ccccc2)cc1 | 0.2% | -1.0%
CC(C)(C)NC(=O)C(c1cccs1)N(CC1CCCO1)C(=O)Cn1nnc(-c2cccs2)n1 (stereo not given) | -1.1% | -2.5%
O=C(Nc1ccc(Oc2ccccc2)cc1)c1cc(S(=O)(=O)N2CCOCC2)ccc1Cl | -2.2% | 5.4%
O=C(c1ccc(Cl)cc1)c1ccc2c(c1)OCCCO2 | 2.9% | 1.0%
O=C(Nc1ccccc1O)c1cc(S(=O)(=O)N2CCCCC2)ccc1Cl | -4.8% | 2.5%
O=C1c2ccccc2NC2(CCCCC2)N1c1ccc(O)cc1 | . | -9.5%
CCc1ccc(OCC(=O)N2CCN=C2c2ccccc2)cc1 | 0.0% | .
O=C1c2cccc3cccc(c23)C(=O)N1Nc1ccc([N+](=O)[O-])cc1 | -8.0% | -0.8%
CC(C)c1nc2oc3c(N4CCNCC4)ncnc3c2c2c1CCC2 | 7.2% | -2.9%
COc1c(F)c(F)c(-c2csc(N)n2)c(F)c1F | -4.6% | -2.3%
CC(=O)c1ccc(NC(=O)c2ccccc2C)cc1 | -4.2% | -1.7%
O=C(Nc1ccccc1O)c1ccc(Oc2ccc(C(=O)Nc3ccccc3O)cc2)cc1 | 5.6% | 7.0%
CC1(C)OC(=O)CC1C(=O)NCc1ccccc1 (stereo not given) | -1.1%&-2.1% | -5.9%&-1.1%
CC(C)CC(=O)Nc1ccc(F)c(Cl)c1 | 3.0% | -15.0%
N#Cc1c(NC(=O)c2ccc(S(=O)(=O)c3ccccc3)cc2)sc2c1CCCC2 | -5.1% | 5.4%
COc1cc(C2CC(=O)NC(SCc3ccccc3)=C2C#N)ccc1O (stereo not given) | -0.1% | -0.6%
O=C(O)CCS(=O)(=O)c1cccc2cccnc12 | -0.1% | -3.8%
Cc1cc2ccccc2nc1SCC(=O)N1CCCC1 | -6.5% | -1.7%
COc1ccc(N(CC(=O)Nc2cc(C)ccc2C)S(=O)(=O)c2ccc(C)cc2)cc1 | -0.1% | 1.2%
Cc1ccc(OC(=O)C23CC4CC(CC(C4)C2)C3)c(C)n1 | -0.5% | 0.1%
COc1ccc(CN=CC2=C(O)CC(C)(C)CC2=O)cc1 | -0.1% | -3.6%
COc1ccc(NC2CC(O)C(CO)O2)c([N+](=O)[O-])c1 (stereo not given) | 2.6% | 1.8%
Cc1ccc(/C=C2\SC(=Nc3cccc(Cl)c3C)NC2=O)cc1[N+](=O)[O-] | 9.6% | 4.8%
Cc1cc(NC(=O)C23CCC(C)(C(=O)O2)C3(C)C)no1 (stereo not given) | 4.5% | 3.5%
CCCS(=O)(=O)N1CCCC(C(=O)NCCCN(CC)c2cccc(C)c2)C1 (stereo not given) | -1.1% | -11.6%
COC(=O)C1=C(O)/C(=C\c2ccc(C(=O)O)cc2)N=C1C | 2.5% | -0.2%
C/C(C=NN1CCN(Cc2ccccc2)CC1)=C\c1ccccc1 | -0.6% | 1.9%
O=C(Nc1ccc(CN2CCCCC2)cc1)c1ccc(Br)o1 | 4.0% | -14.2%
CCCc1nn(C)c2c1C(c1ccncc1)C(C#N)=C(N)O2 (stereo not given) | -3.4% | -20.3%
Cc1ccc(CNC(=O)c2cnc(-c3ccccn3)nc2C(F)(F)F)cc1 | -5.2% | .

Sorted by formula weight (low to high): 7 of the compounds above.
SMILES | Hsp70 displacement | Rat MKP-3 inhibitors
COc1ccc(NC2CC(O)C(CO)O2)c([N+](=O)[O-])c1 (stereo not given) | 2.6% | 1.8%
CCC(=O)Oc1ccc2c(C(F)(F)F)cc(=O)oc2c1 | 6.9% | -1.7%
Nc1nnc(SCc2coc(-c3ccc(Cl)cc3)n2)s1 | 2.0% | -7.1%
O=C(N/N=C/C=C/c1ccccc1)c1ccc(Br)cc1 | 3.2% | .
Cc1ccc(NC(=O)c2ccc(OCc3ccccc3)cc2)c([N+](=O)[O-])c1 | -4.5% | 3.1%
Cc1ccc(CNC(=O)c2cnc(-c3ccccn3)nc2C(F)(F)F)cc1 | -5.2% | .
O=C(Nc1ccccc1O)c1cc(S(=O)(=O)N2CCCCC2)ccc1Cl | -4.8% | 2.5%

The results go on:
SMILES | Hsp70 displacement | Rat MKP-3 inhibitors
O=C(c1ccccc1)c1c[nH]c2cc3c(cc2c1=O)OCO3 | 3.6% | -17.3%
COc1ccc(-c2n[nH]c(C)c2-c2ccc(Cl)cc2)c(O)c1OC | 3.1% | 4.0%
COc1ccc(OC)c(/C=C2/C(=O)NN(c3ccc(C)cc3)C2=O)c1 | 3.9% | -1.1%
O=c1cc(-c2ccc(Br)cc2)oc2ccccc12 | 3.7% | 1.5%
N#C/C(C(=O)N1CCOCC1)=c1\s/c(=C/c2ccncc2)c(=O)n1-c1ccccc1 | -2.0% | -4.3%
CCOC(=O)c1sc2nc3c(cc2c1N)COC(C(C)C)C3 (stereo not given) | 4.0% | .
N#CNC1=NCN(CCc2ccccc2)CN1 | -2.4% | -15.8%
Cc1ccc(NC(=O)Cn2nnc(-c3ccccc3NC(=O)c3cccs3)n2)cc1 | 3.5% | .
COCCNC(=O)c1cc2c(=O)n3cccc(C)c3nc2n1C | 1.7% | -4.7%
Cc1nc(N2CCN(Cc3ccccc3)CC2)nc2c1C(=O)CC(c1ccco1)C2 (stereo not given) | 5.9% | 3.5%
CCOc1ccc(N2C(=O)/C(=C/c3cc(OC)c(OC)c(OC)c3)N(CC(=O)OC)C2=S)cc1 | 0.7% | .
COc1ccc(CNC(=O)c2cccc(N(C)C)c2)cc1 | 5.6%&3.1% | -2.9%&-1.6%
COc1cc(-c2nnc(SC/C=C/c3ccccc3)n2N)cc(OC)c1OC | -1.5% | .
Cn1nc(C(=O)Nc2ccc(S(=O)(=O)N3CCCCC3)cc2)ccc1=O | 3.0% | 0.8%
Cc1ccc(S(=O)(=O)N2CCCc3ccccc32)cc1C | 0.5% | 1.4%
CC(C)C(c1nnnn1Cc1cccs1)N1CCN(c2ccccc2)CC1 (stereo not given) | -2.0% | -4.5%
Cc1ccc(/C(O)=C/C(=O)C(=O)NNC(=O)C(O)(c2ccccc2)c2ccccc2)cc1 | -1.3% | .
CCN(CC(=O)NCc1ccc(F)cc1)CC(O)COCc1cccc(OC)c1 (stereo not given) | 0.1% | -12.2%
COc1ccc(N2CCN(Cc3nc4c(c(=O)[nH]c(=O)n4C)n3CC(C)=O)CC2)cc1 | 1.0% | -10.0%
O=C(O)c1c(NC(=O)c2cccc3ccccc23)sc2c1CCC2 | 10.4% | .
O=C(NCC(=O)N(c1ccc(F)cc1)C(C(=O)NCC1CCCO1)c1ccccc1)c1ccco1 (stereo not given) | 1.8% | 0.0%
CN1CCN(C(=S)SCCN2CCCC2=O)CC1 | -5.1% | 2.6%
NC(=O)C1CCN(C(=O)c2cc3n(n2)C(C(F)(F)F)CC(c2ccco2)N3)CC1 (stereo not given) | -0.7% | 0.4%
O=C(CN1CCN(Cc2ccccc2Cl)C1=O)NC1CCCCCCC1 | . | -3.3%
O=C(/C=C/c1ccccc1)NCc1ccc2c(c1)OCO2 | 1.9% | 0.4%
Cc1ccc2c(CSc3nc4nc(C)cc(C)n4n3)cc(=O)oc2c1 | -5.9% | .
